# MCF10A rerep = inducers of DNA re-replication in MCF 10A breast cells. MCF 10A DNA re-replication, Hoechst nuclear intensity, 48 h. actives 2.9% (n = 350,000). Potency, µM (doses to about 46.1 µM), for inactives: top-dose activity, positive = re-replication, usual class: activators; also: potency is read from the fitted curve at half-maximal effect; % of control where 0% means no effect; nearly all actives have a fitted effect of over 50% in size
# D3 ag = activates the human D3 dopamine receptor; P35462; D3R DiscoveRx beta-arrestin cells, luminescence, 90 min; max activation, %; actives 0.58% (n = 410,000); AID 652048; in the data active = max activation above about 30%; also: 0% is about no effect; mostly tested at two doses, the higher about 12 µM
# Target sequence (P35462 whole entry, looked up): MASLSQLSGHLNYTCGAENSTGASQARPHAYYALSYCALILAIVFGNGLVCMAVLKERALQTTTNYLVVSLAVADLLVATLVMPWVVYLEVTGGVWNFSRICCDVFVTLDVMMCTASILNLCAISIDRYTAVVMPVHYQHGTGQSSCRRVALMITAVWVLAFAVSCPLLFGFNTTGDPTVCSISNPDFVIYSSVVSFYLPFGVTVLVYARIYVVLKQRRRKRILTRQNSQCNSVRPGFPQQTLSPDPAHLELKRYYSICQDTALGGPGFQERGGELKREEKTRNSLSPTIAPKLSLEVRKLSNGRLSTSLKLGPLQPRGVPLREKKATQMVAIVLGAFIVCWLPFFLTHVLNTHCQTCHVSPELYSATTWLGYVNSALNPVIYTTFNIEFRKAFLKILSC
#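 Agonist-mode cell screen: cells plated at 1500/well and incubated overnight at 37 °C, then exposed to library compounds for 90 min at 37 °C. Detection reagent was added for 30–60 min at room temperature, and luminescence was read.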
# GLP1R cytotox = cytotoxicity counter-screen for GLP-1 receptor inverse agonists. HEK293 cAMP-luciferase reporter cells, luminescence, 24 h. Potency, µM (top dose mostly 38.3 µM), for the others: top-dose activity change, negative = inhibition, hits mostly inhibitors. actives 0.13% (n = 410,000). AID 624418;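 also: loss of luciferase light is scored as toxicity; potency is read from the fitted curve at half-maximal effect; % is scaled to controls: 0 for no effect and ±100 for the full control effect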
#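 Compound-treated cells are incubated 24 hr at 37 deg C under 5% CO2 after a 12 hour attachment period, then luciferase detection reagent is added and luminescence is measured following 12 min at room temperature; lowered signal indicates toxicity.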
# KB-3-1 tox = KB-3-1 parental cell cytotoxicity; Potency, µM (top dose mostly 46.1 µM), for inactives: at the highest dose activity change, negative = cytotoxic, most hits filed as cytotoxic; KB-3-1 viability, CellTiter-Glo ATP luminescence, 72 h; AID 1347075; actives 1.4% (n = 400,000); also: potency is read from the fitted curve at half-maximal effect; % is scaled to controls: 0 for no effect and ±100 for the full control effect; nearly all actives have a fitted effect of over 60% in size
#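 Cells are dispensed, compounds pinned in, plates held at 37 °C for 72 h, then CellTiter-Glo is added and luminescence read after 10 minutes. Cell line: parental KB-3-1 in phenol-red-free DMEM, 10% FBS.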
# SW480 rereplic = induces DNA re-replication in SW480 colon adenocarcinoma cells; SW480 DNA re-replication, Hoechst DNA content imaging, 48 h; Potency, µM (doses to about 46.1 µM), for inactives: top-dose re-replication activation, most hits filed as activators; actives 1.8% (n = 340,000); AID 624297; also: potency is read from the fitted curve at half-maximal effect; % of control where 0% means no effect; nearly all actives have a fitted effect of over 55% in size
#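 SW480 cells exposed to compounds for 48 hr at 37 C, 5% CO2, then Hoechst-stained 40 min. Nuclear DNA content imaged by fluorescence scanning (405 nm excitation, 500-530 nm emission); re-replication scored as increased high-intensity nuclei.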
# KB-V1 MDR tox = kills drug-selected multidrug resistant KB-V1 cells. Potency, µM (top dose mostly 46.1 µM), for inactives: at the top dose activity change, negative = cytotoxicity, hits mostly cytotoxic. KB-V1 MDR cells viability, CellTiter-Glo, 72 h. actives 3.4% (n = 400,000). AID 1347076; also: potency is read from the fitted curve at half-maximal effect; % is scaled to controls: 0 for no effect and ±100 for the full control effect; nearly all actives have a fitted effect of over 60% in size
#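 Cytotoxicity toward P-gp-expressing KB-V1 cells was determined as loss of CellTiter-Glo luminescence after 72 h at 37 degrees C. Compounds were tested in quantitative HTS format across a concentration range, with curves fitted to normalized data.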
# HT1080NT lethal = kills 2HG-producing HT-1080-NT fibrosarcoma cells; actives 1.6% (n = 360,000); Potency, µM (titrated, usually from 46.1 µM), for inactives: at the top dose activity, negative = less viability, most hits filed as cytotoxic; HT-1080-NT fibrosarcoma viability, CellTiter-Glo ATP luminescence, 48 h; AID 686970;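 also: NT is the 2HG producing partner of a matched IDH1 knockdown line; potency is read from the fitted curve at half-maximal effect; 0% = DMSO-treated cells and -100% = media-only wells without cells; nearly all actives have a fitted effect of over 55% in size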
#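 HT-1080-NT; 750 cells/well; 5% FBS RPMI; 48 h compound, 37 degrees C; CellTiter-Glo luminescence; curve fitting and curve-class assignment.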
# HT1080 IDH1KD tx = HT-1080 IDH1 knockdown cell toxicity (counter line); HT-1080 IDH1 knockdown viability, ATP luminescence, 48 h; Potency, µM (titrated, usually from 46.1 µM), for inactives: at the highest dose activity, negative = toxicity, usual class: cytotoxic; actives 2% (n = 360,000);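 also: potency is read from the fitted curve at half-maximal effect; 0% = DMSO wells and -100% = cell-free medium wells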
#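 In this qHTS, HT-1080 cells depleted of IDH1 are exposed for 48 h at 37 °C to compound titrations. Toxicity is scored from CellTiter-Glo luminescence, with DMSO as full viability and medium alone as none.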
# IL1B secr inh = inflammasome signaling inhibition, IL-1 beta readout. THP-1 LPS/ATP IL-1B secretion, AlphaLISA, 16 h; stronger effect = lower value. activity change, % at 57.5 µM. actives 4.7% (n = 360,000); in the data active = activity change below about -50%; inconclusive = mostly about -30% to -49%; also: % is scaled to controls: 0 for no effect and ±100 for the full control effect
#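 THP-1 cells pretreated 1 hr with compounds (up to 57.5 uM final), then stimulated with LPS (250 ng/mL final) plus ATP (1.25 mM final); secreted IL-1B measured by AlphaLISA after 16 hr, decreased signal indicating inhibition.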
# The depositor's hits bear a star; i = inactive; ? = inconclusive; . = not tested or not shown; & = joins results of further samples; [ ] = another dose, or the depositor's remark. Unless noted, calls follow the shape of the dose curve; as a rule, active = well fitted curve in the direction sought with a large enough effect; inconclusive = small, poorly fitted or top-dose-only effect, or another doubt; inactive = no such curve, though single readings can be large; an effect the other way counts as inactive or inconclusive.
[1] O=C(Oc1cc(=O)oc2c1c(=O)n1c3c(cccc23)CC1)c1ccc(F)cc1
[2] O=c1oc2c(O)cccc2cc1-c1nc2ccccc2[nH]1
[3] COc1ccc(NC(=O)CSc2nccn2-c2cccc(OC)c2)cc1
[4] O=C(O)c1csc(-c2ccc(Cl)cc2)n1
[5] CCc1nnc(NC(=O)CN2CCN(Cc3cccc(F)c3)CC2)s1
[6] CCNS(=O)(=O)c1ccc(NC(=O)Nc2cccc(OC)c2)cc1
[7] CC(=O)Nc1ccc(S(=O)(=O)NC(C)C(=O)NC(C)c2ccccc2)cc1 (stereo not drawn)
[8] Cc1ccccc1OCCOC(=O)c1cc(S(=O)(=O)N2CCOCC2)ccc1C
screen / no.	1	2	3	4	5	6	7	8
MCF10A rerep	?	?	8%	3%	7%	8%	9%	.
D3 ag	-2	5	-4	-2	-14	2	-6	7
GLP1R cytotox	20%	i	3%	-9%	-6%	-8%	-2%	-2%
KB-3-1 tox	-12%	21µM*	15%	-7%	0%	1%	-4%	-2%
SW480 rereplic	?	3.3µM*	2%	1%	1%	-5%	1%	.
KB-V1 MDR tox	-10%	0%	?	5%	?	1%	4%	-17%
HT1080NT lethal	0%	-4%	8%	0%	-3%	-23%	2%	3%
HT1080 IDH1KD tx	16%	-9%	14%	-11%	5%	-19%	-4%	0%
IL1B secr inh	.	-11	-7	13	30	-28	-22	8

# 3 compounds from above with just KB-V1 MDR tox:
entry | compound | KB-V1 MDR tox
1 | O=C(Oc1cc(=O)oc2c1c(=O)n1c3c(cccc23)CC1)c1ccc(F)cc1 | -10%
2 | O=c1oc2c(O)cccc2cc1-c1nc2ccccc2[nH]1 | 0%
3 | COc1ccc(NC(=O)CSc2nccn2-c2cccc(OC)c2)cc1 | ?

# The list goes on:
[9] CS(=O)(=O)Nc1cccc(-c2cn3ccccc3n2)c1
[10] O=C(CCc1nnc2ccc(N3CCOCC3)nn12)Nc1ccc(F)cc1F
[11] COc1ccc(C2C(C#N)=C(N)Oc3cc(O)ccc32)cc1OC (stereo not drawn)
[12] COc1cc(/C=C/C(=O)OCC(=O)c2c(N)n(C)c(=O)n(C)c2=O)ccc1OCC#N
[13] Cc1cc(C)c(S(C)(=O)=O)c(NN)n1
[14] COc1cc(C2Nc3ccccc3C(=O)N2c2ccc3c(c2)OCCO3)ccc1OCC(C)C (stereo not drawn)
[15] CN1CCN(S(=O)(=O)c2ccc(-c3ccccc3)cc2)CC1
[16] Cc1ccccc1C(=O)OCCN1CCOCC1
screen / no.	9	10	11	12	13	14	15	16
MCF10A rerep	2%	0%	0%	-3%	-1%	19%	14%	2%
D3 ag	-6	-1	3	4	-12	11	6	0
GLP1R cytotox	2%	-2%	241%[activator]	2%[7.66 µM]	-5%	-10%	-3%	0%
KB-3-1 tox	0%	8%	8%	6%	7%	?	-1%	-2%
SW480 rereplic	5%	4%	3%	-1%	-19%	0%[9.22 µM]	2%	-2%
KB-V1 MDR tox	0%	?	14%	-2%	11%	-18%	-16%	-15%
HT1080NT lethal	23%	-3%	-1%	-11%	6%	5%	3%	4%
HT1080 IDH1KD tx	2%	11%	-12%	-1%	6%	?	3%	15%
IL1B secr inh	-14	11	-22	-13	-62*	-25	4	8

[17] NC(=O)c1ccsc1NC(=O)CCS(=O)(=O)c1ccc(F)cc1
[18] CC/C(=N\NC(=S)Nc1cc(C)ccc1C)c1ccc(OC(F)F)cc1
[19] CC(C)C(=O)Nc1nnc(-c2ccccc2)o1
[20] CN(Cc1cnc2nc(N)nc(N)c2n1)c1ccc(C(=O)NC(CCC(=O)O)C(=O)O)c2ccccc12 (stereo not drawn)
[21] Cc1onc(-c2ccccc2)c1C(=O)NCCc1c[nH]c2ccccc12
[22] COc1ccccc1-c1sc2cc3c(cc2c1C#Cc1ccccn1)OCO3
[23] COc1cccc(CNc2ncnc3ccc(-c4c(C)noc4C)cc23)c1
[24] CCn1nc(C)c(CN2CCN(Cc3cccc(OC)c3)C(CCO)C2)c1C (stereo not drawn)
screen / no.	17	18	19	20	21	22	23	24
MCF10A rerep	0%	?	-2%	8%	20%	?	?	-1%
D3 ag	12	-7	12	0	1	-21	.	-15
GLP1R cytotox	11%	-5%	-2%	6%	-9%	40%[activator]	.	-3%
KB-3-1 tox	-7%	-19%	0%	?	-5%	-5%	0%	-2%
SW480 rereplic	?	.	-10%	?	-3%	0%	-22%	-12%
KB-V1 MDR tox	-1%	?	-4%	-46%	?	-13%	?	-6%
HT1080NT lethal	-6%	-11%	3%	?	6%	-5%	.	18%
HT1080 IDH1KD tx	-12%	-19%	0%	0.0058µM*	5%	-8%	.	8%
IL1B secr inh	1	0	5	24	29	16	.	16

# 2 records picked at random from the list so far:
[17] NC(=O)c1ccsc1NC(=O)CCS(=O)(=O)c1ccc(F)cc1
[18] CC/C(=N\NC(=S)Nc1cc(C)ccc1C)c1ccc(OC(F)F)cc1
screen / no.	17	18
MCF10A rerep	0%	?
D3 ag	12	-7
GLP1R cytotox	11%	-5%
KB-3-1 tox	-7%	-19%
SW480 rereplic	?	.
KB-V1 MDR tox	-1%	?
HT1080NT lethal	-6%	-11%
HT1080 IDH1KD tx	-12%	-19%
IL1B secr inh	1	0

# From no. 1 up to 2, copied from above:
[1] O=C(Oc1cc(=O)oc2c1c(=O)n1c3c(cccc23)CC1)c1ccc(F)cc1
[2] O=c1oc2c(O)cccc2cc1-c1nc2ccccc2[nH]1
screen / no.	1	2
MCF10A rerep	?	?
D3 ag	-2	5
GLP1R cytotox	20%	i
KB-3-1 tox	-12%	21µM*
SW480 rereplic	?	3.3µM*
KB-V1 MDR tox	-10%	0%
HT1080NT lethal	0%	-4%
HT1080 IDH1KD tx	16%	-9%
IL1B secr inh	.	-11

# (cont.)
[25] COc1ccc(-c2c[n+]3c4n2CCCCC4=C(c2ccc(Br)cc2)C3)cc1
[26] Nc1nc(SCC(=O)NC2CCCCC2)[nH]c(=O)c1-c1ccccc1
[27] COc1ccc(-n2nc3c(N4CCC(C(=O)N5CCC(C)CC5)CC4)nnc(C)c3c2C)cc1
[28] CCOC(=O)c1cccc(NC(=O)C2CCCN(S(=O)(=O)c3cc(Br)cc4c3N(C(=O)CC)CC4)C2)c1 (stereo not drawn)
[29] Cc1onc(-c2ccccc2Cl)c1C(O)c1ccc(F)cc1 (stereo not drawn)
[30] O=c1c2ccccc2nnn1CSc1nnc(Nc2ccccc2)s1
[31] COc1ccc(C2=NN(C(=O)c3cccc([N+](=O)[O-])c3)C(c3cccc([N+](=O)[O-])c3)C2)cc1 (stereo not drawn)
[32] CC(=O)Oc1ccc(-c2csnn2)cc1
screen / no.	25	26	27	28	29	30	31	32
MCF10A rerep	?	?	-5%	.	-5%	4%	-4%	9%
D3 ag	-23	10	5&-4	-1	-14	3	8	-3
GLP1R cytotox	-18%	-2%	-17%&1%	-4%	2%	-13%	1%	-10%
KB-3-1 tox	9%	-21%	-4%&-4%	0%	0%	4%	0%	18%
SW480 rereplic	15%	-7%	2%	.	0%	-7%	0%	0%
KB-V1 MDR tox	9%	11%	11%&-3%	12%	-5%	-5%	5%	12%
HT1080NT lethal	?	2%	-14%	.	-22%	0%	-4%	9%
HT1080 IDH1KD tx	?	6%	-13%	.	-12%	5%	-13%	6%
IL1B secr inh	-98*	?	?	.	24	24	-4	-9

[33] Cn1c(C(C#N)C(=O)Cc2cccc3ccccc23)nc2ccccc21 (stereo not drawn)
[34] O=C(Nc1ccc(F)cc1)Nc1sccc1-c1nc2ccccc2s1
[35] Cc1cc(C)cc(C(=O)Nc2ccc(NC(=O)Cc3ccccc3)cc2)c1
[36] O=C1NN(c2cccc(Br)c2)C(=O)/C1=C/c1cccs1
[37] COc1ccc(NC(=O)CCS(=O)(=O)c2ccc3nc(C)sc3c2)cc1Cl
[38] CCCCCNCc1ccc(OCc2ccc(Cl)nc2)c(OC)c1
[39] COC(=O)c1ccc(CNC(=O)COC(=O)c2cccs2)cc1
[40] CN1CCN(c2ncccc2S(=O)(=O)N2CCCCC2)CC1
screen / no.	33	34	35	36	37	38	39	40
MCF10A rerep	-1%	?	10%	-4%	.	0%	-1%	6%
D3 ag	-6	5	-2	-9	3	-24	7	-15
GLP1R cytotox	18%	?	8%	-11%	-6%	8%	-6%	-13%
KB-3-1 tox	0%	-2%	1%	-14%	7%	4%	0%	0%
SW480 rereplic	2%	1%	-1%	-11%	.	-6%	3%	-4%
KB-V1 MDR tox	3%	4%	-11%	-6%	-2%	-16%	1%	?
HT1080NT lethal	14%	16µM*	10%	17%	.	-7%	2%	5%
HT1080 IDH1KD tx	3%	18µM*	1%	8%	.	-16%	17%	10%
IL1B secr inh	28	-9	4	1	.	-12	13	6

[41] CS(=O)(=O)N1CCN=C1SCc1ccc(F)cc1
[42] CCOc1cc(CNc2cccc3ccccc23)cc(Br)c1OCC(=O)NC(C)(C)C
[43] CC(C)(C)n1nc2c(c1NC(=O)c1c(F)cccc1F)CS(=O)(=O)C2
[44] O=C(Nc1sc2c(c1C(=O)Nc1ccc(Cl)cc1)CCCC2)c1cccs1
[45] N/C(COc1cccc(Cl)c1)=N\NS(=O)(=O)c1ccccc1
screen / no.	41	42	43	44	45
MCF10A rerep	-11%	-4%	3%	.	6%
D3 ag	-3	7	21	7	-3
GLP1R cytotox	-20%	-14%	0%	19%	1%
KB-3-1 tox	-1%	3%	-4%	0%	?
SW480 rereplic	-12%	-4%	-26%	.	2%
KB-V1 MDR tox	23%	?	-17%	12%	?
HT1080NT lethal	4%	-24%	1%	.	-2%
HT1080 IDH1KD tx	0%	?	2%	.	-2%
IL1B secr inh	12	2	0	.	-27

# Screening data (PubChem)
